From PubChem BioAssay
ARNT-TACC3 inh: disruptors of ARNT/TACC3 protein interaction, primary screen, biochemical, AlphaScreen, single concentration. AlphaScreen His-ARNT PAS-B/GST-TACC3 binding, luminescence; TACC3 fragment carries E629A point mutation. inhibition, % at 9.99 µM. hit rate 0.66% among 390,000. AID 623870, 2012;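 active = mean inhibition of replicates at least 50% and at least half of replicates each reaching 50%; inconclusive = half or more replicates reach 50% but mean below 50%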;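 also: 0% = complete ARNT plus TACC3 wells and 100% = ARNT alone without TACC3; many hits fall short of the cut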
INS-1E GSIS act: GLuc luminescence reporter in INS-1E cells, primary screen for activators of glucose-dependent secretion of insulin. INS-1E GLuc reporter insulin secretion, 2-3 h. activation, % at 16.6 µM. hit rate 0.61% among 370,000. AID 743287, 2014;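 active = lowest replicate activation of at least 40%, so every replicate reaches that level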;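 also: 0% = median of neutral control wells and 100% = median of IBMX positive control wells; some compounds called inactive have numbers as strong as hits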
ERp5 inh: inhibitors of ERp5-driven insulin aggregation, primary screen, biochemical, turbidity, absorbance 650 nm, single point; Protein disulfide-isomerase A6 (Homo sapiens), Q15084; inhibition, % at 9.99 µM; 90 min; hit rate 0.05% among 350,000;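 active = mean replicate inhibition above about 25%, with every replicate also reaching it, limit read from the data, passing the limit was not always enough; inconclusive = only one of those two criteria met; inactive = neither criterion met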
Target sequence (Q15084 whole entry, looked up): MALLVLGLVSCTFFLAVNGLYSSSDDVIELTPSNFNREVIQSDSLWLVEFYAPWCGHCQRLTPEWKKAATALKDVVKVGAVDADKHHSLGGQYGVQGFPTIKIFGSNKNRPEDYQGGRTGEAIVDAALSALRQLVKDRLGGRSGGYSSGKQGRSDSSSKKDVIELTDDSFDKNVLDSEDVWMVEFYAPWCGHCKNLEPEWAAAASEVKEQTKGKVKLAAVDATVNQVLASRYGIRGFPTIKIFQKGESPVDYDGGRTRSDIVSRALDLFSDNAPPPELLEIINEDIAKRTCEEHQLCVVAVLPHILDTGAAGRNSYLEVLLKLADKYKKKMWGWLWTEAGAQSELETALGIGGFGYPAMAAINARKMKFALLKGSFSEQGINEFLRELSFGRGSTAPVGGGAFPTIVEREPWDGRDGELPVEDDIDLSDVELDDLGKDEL
Xi reactivation: activators of inactive X chromosome reactivation, primary screen, imaging, XiGFP fibroblasts, GFP high-content imaging, set 2; XiGFP mouse fibroblasts, % GFP-positive cells imaging, 3 d; cells co-treated with 5-aza-dC sensitizer; scaled so ellipticine positive control = 100%; hit rate 0.055% among 360,000; activation, % at 7.58 µM; AID 743238, 2013;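 active = mean normalized replicate activation at least 10% and every replicate at or above 10%; inconclusive = only one of the two criteria met; inactive = mean below 10% and not all replicates reach 10%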;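 also: 0% = median of on-plate neutral control wells and 100% = ellipticine 6 µM median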
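material = 68-5-11 XiGFP fibroblast line | medium = DMEM plus 5-aza-dC sensitizer | schedule = 3 days compound exposure | benchmarks = positive control ellipticine, 6 µM final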
DENV2 CPE rescue: inhibitors of DENV2 cytopathic effect, primary screen, cell-based, plate reader, single concentration. CPE inhibition, % at 9.99 µM. DENV2-infected cells, cytopathic effect rescue. hit rate 1.7% among 350,000; in the data active = CPE inhibition above about 20%, passing the limit was not always enough; inconclusive = no clear call, values can overlap the other calls; tested in BHK-21 cells;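 also: 0% = median of neutral control wells and 100% = median of positive control wells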
PAX8 inh HTS: inhibitors of PAX8-driven TPO luciferase reporter, primary screen, RMG-I cells, single concentration; inhibition, % at 12.6 µM; hit rate 1.2% among 360,000; SteadyGlo, 24 h;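 active = mean replicate inhibition at least 60% with every replicate also reaching 60%; inconclusive = only one of the two criteria is met; inactive = mean below 60% and not all replicates reaching 60%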;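 also: luciferase light reporting Pax8 driven TPO promoter activity; plate controls were median of neutral control wells for no effect and mitoxantrone controls for full effect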
CFTR F508del cor: F508del CFTR correction, initial screen, CFBE line, single point; CFBE cells, YFP halide quenching; stimulated with forskolin plus potentiator P3; % fluorescence drop versus neutral controls; activity (quench increase), % at 7.58 µM; hit rate 0.36% among 350,000; AID 720511, 2013;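 active = mean added fluorescence quench of at least 8% versus neutral control, with both replicates also reaching 8%; inconclusive = only one of the mean or replicate conditions met; inactive = mean below 8% and not both replicates reaching 8%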;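 also: cells transiently co-express mutant CFTR-F508del with the halide-sensitive YFP; corrector assay measuring rescue of mutant channel to the surface after 24 h compound exposure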
EWS-Fli block: EWS/Fli-driven NR0B1 reporter inhibitors, primary screen, A673 cells, NR0B1 luciferase, luminescence, MLPCN library; hit rate 0.67% among 350,000; AID 651661, 2012; viability-normalised; inhibition, % at 12.6 µM;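 active = mean inhibition of at least 50% after viability correction, with every replicate also passing that limit; inconclusive = mean reaches 50% but only one of two replicates passes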;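 also: firefly luciferase signal divided by Alamar Blue viability fluorescence both relative to DMSO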
* marks the source's active call; other numbers are inactive results; ? = inconclusive; / = not tested or not shown.

Results follow in this order: ERp5 inh, Xi reactivation, INS-1E GSIS act, ARNT-TACC3 inh, EWS-Fli block, DENV2 CPE rescue, CFTR F508del cor, PAX8 inh HTS
> O=C(NCc1ccc(F)cc1)[C@@H]1[C@@H](CO)[C@@H]2Cn3c(cccc3=O)[C@H]1N2CC1CC1
 : 4.2, 0.5, 1.3, -2.7, 7.2, -2.6, -1.4, /
> O=C(Cn1cc(C(F)(F)F)ccc1=O)N/N=C/c1cccc(Cl)c1
 : -4.4, 0.0, 7.2, 2.8, 6.8, 3.5, -1.3, 6.3
> CC[C@@]1(C(=O)OC)N[C@H](CN(C)C(=O)Nc2ccc(Cl)cc2)[C@@H]2C(=O)N(Cc3ccccc3)C(=O)[C@@H]21
 : 3.1, 0.0, -33.4, 5.3, 8.1, 3.5, -0.6, -1.2
> Cc1cccc(NC(=O)COC(=O)CCCC2=NS(=O)(=O)c3ccccc3N2)c1
 : 0.2, 0.0, 2.1, 1.2, /, -5.4, 0.8, -12.4
> COc1ccc(OCCn2c(=O)sc3ccccc32)cc1
 : -2.2, 0.0, 3.5, -3.9, -72.7, 2.1, -0.4, -95.1
> CCC(=O)N1[C@H](CO)[C@@H](c2ccccc2)[C@@H]1CN(C)C(=O)c1ccccc1F
 : 2.0, 0.1, 0.9, -4.0, -5.2, -6.6, 1.1, -10.8
> Cc1cc(NC(=O)CN2C(=O)NC(CC(C)C)C2=O)no1 (stereo not drawn)
 : 1.2, -0.1, 1.0, -0.9, 0.6, ?, 3.0, -14.2
> COc1ccccc1/C=C(/C(=O)OCC(N)=O)c1ccccc1
 : -0.2, 0.0, 2.2, -3.2, 4.5, 13.3, -2.2, 8.9
> COc1cc(N/N=C(\C)c2ccc(N)cc2)nc(-c2ccccc2)n1
 : -3.3, -0.5, 9.3, 2.3, -17.3, -0.1, 0.5, -29.5
> NS(=O)(=O)c1cccc(NC(=O)COC(=O)CCCc2c[nH]c3ccccc23)c1
 : 0.7, 0.0, 14.0, -4.8, 1.5, 7.6, 4.4, -10.2
> Cc1cc(C)cc(NC(=O)CCn2ccnc2)c1
 : 0.5, 0.3, 13.6, -12.3, -3.3, 1.0, -0.3, -15.9
> O=C(Nc1cc(F)ccc1F)C1CCN(S(=O)(=O)c2cccc3nonc23)CC1
 : 0.6, 0.0, 13.2, -6.8, 22.6, 2.4, 1.8, 0.1
> CC(C)Oc1ccc(CNC(=S)Nc2ccccc2)cc1Cl
 : -2.7, 0.2, -5.0, -0.4, -2.7, -6.9, 3.3, -18.2
> C[C@@H]1CN([C@@H](C)CO)C(=O)Cc2cc(NS(=O)(=O)c3cn(C)cn3)ccc2O[C@H]1CN(C)Cc1ccc(Cl)c(Cl)c1
 : 0.4, 0.1, -15.4, 4.4, 1.6, /, -1.7, 2.7
> Cc1ccccc1N1CCN(C(=S)c2ccc(-c3cccc([N+](=O)[O-])c3)o2)CC1
 : 16.8, 0.3, -1.4, 6.0, -3.3, 9.5, -0.1, 23.6
> Cc1nc2ccccc2cc1C(=O)N/N=C/c1cccc([N+](=O)[O-])c1
 : /, 0.0, -3.2, -1.4, /, /, /, -12.9
> CCN(CC)S(=O)(=O)c1cccc(C(=O)N/N=C/c2ccc([N+](=O)[O-])o2)c1
 : 0.4, -0.1, -2.8, 0.9, 17.9, -0.8, -0.9, 32.8
> CCS(=O)(=O)N1Cc2ccccc2CC1C(=O)Nc1nnc(C2CC2)s1 (stereo not drawn)
 : 2.3, 0.1, 2.7, -0.3, -4.4, 0.6, -1.7, -18.3
> O=C(NC1CC1)C1CCCN(C(=O)NC2CCCCC2)C1 (stereo not drawn)
 : -7.2, 0.3, 9.8, -2.0, -8.8, 0.0, -3.7, -4.5
> COc1ccc2nc3ccccc3nc2c1NC(=O)c1ccc(Cl)cc1
 : /, 0.3, 70.1*, -0.3, /, /, /, 16.6
> O=S(=O)(CCSc1ccc(C(F)(F)F)cn1)c1ccc(Cl)cc1
 : 4.3, 0.1, /, -10.5, 14.2, -1.2, 0.0, 27.8
> O=C(O)CC(O)(CC(=O)O)C(=O)O
 : -0.5, /, -16.1, 3.5, 3.5, ?, 0.4, /
> COC(=O)C1NN=C(C(=O)c2ccc(Cl)cc2)C1c1ccc(OC)cc1 (stereo not drawn)
 : 5.9, 0.0, -5.6, 2.5, 3.3, -13.4, 1.9, 37.3
> CCC(C(=O)NC1CC1)n1nc(C)c2c(C)n(-c3ccc(C)cc3)nc2c1=O (stereo not drawn)
 : -3.6, 0.0, 6.9, 14.5, /, -4.6, -1.6, -2.3
> COc1ccc([C@H]2C(C(=O)O)=C[C@@H](CC3CCCC3)N2S(=O)(=O)c2ccc(C)cc2)cc1OC
 : 2.9, 0.3, 2.5, -2.4, -3.5, ?, 1.7, -9.0
> CC(=O)Nc1ccc(NC(=O)c2ccc(Cl)c(S(=O)(=O)N3CCc4ccccc43)c2)cc1
 : -12.7, 0.1, 0.3, -11.5, -13.1, 1.0, 1.6, 23.9
> O=C(C[C@@H]1C=C[C@@H](NS(=O)(=O)c2ccccc2)[C@H](CO)O1)N1CCN(c2ccccc2)CC1
 : 10.1, -0.1, 0.7, /, 2.5, 8.6, 2.3, -3.7
> Cc1ccc(S(=O)(=O)N(C)C[C@@H]2Oc3ccc(NC(=O)Nc4ccc5c(c4)OCO5)cc3C(=O)N([C@H](C)CO)C[C@@H]2C)cc1
 : -10.7, -0.1, -19.6, 5.8, 10.3, -3.0, 0.8, -23.9
> O=C(C[C@@H]1C[C@@H]2c3cc(NC(=O)C4CCOCC4)ccc3O[C@@H]2[C@@H](CO)O1)NCc1ccc(Cl)cc1
 : 3.9, 0.3, 15.9, -12.2, 2.5, 3.0, -0.6, 0.7
> Cc1ccc2sc(N(CCCN(C)C)C(=O)c3ccc(S(=O)(=O)N(C)C)cc3)nc2c1C
 : -5.2, 0.7, 2.2, 7.0, 9.8, 1.0, 0.7, -7.0

Single records, from the list above. Values in the order: ERp5 inh | Xi reactivation | INS-1E GSIS act | ARNT-TACC3 inh | EWS-Fli block | DENV2 CPE rescue | CFTR F508del cor | PAX8 inh HTS
`O=S(=O)(CCSc1ccc(C(F)(F)F)cn1)c1ccc(Cl)cc1` is listed as 4.3 | 0.1 | / | -10.5 | 14.2 | -1.2 | 0.0 | 27.8
`CC(=O)Nc1ccc(NC(=O)c2ccc(Cl)c(S(=O)(=O)N3CCc4ccccc43)c2)cc1` is listed as -12.7 | 0.1 | 0.3 | -11.5 | -13.1 | 1.0 | 1.6 | 23.9

Later entries:
Results follow in this order: ERp5 inh, Xi reactivation, INS-1E GSIS act, ARNT-TACC3 inh, EWS-Fli block, DENV2 CPE rescue, CFTR F508del cor, PAX8 inh HTS
> CCOc1ccc(N(C)C(=O)CCc2nnc3ccc(N4CCCCC4)nn23)cc1
 : 3.7, 0.2, 47.7, 2.0, /, 2.2, 1.3, 8.4
> COc1ccc(NC(=O)Nc2cccc3c2O[C@@H](CN(C)S(=O)(=O)c2ccc(F)cc2)[C@@H](C)CN([C@H](C)CO)C3=O)cc1
 : /, -1.3, -16.2, 2.6, -8.3, -7.8, -0.8, 4.2
> CN1CCN(C(=O)C[C@@H]2CC[C@H]3[C@@H](COC[C@H](O)CN3Cc3cccc(Cl)c3)O2)CC1
 : -2.1, 0.2, 18.2, 15.2, -2.6, 2.1, 1.9, -6.5
> Cc1cccc(NC(=O)c2cc([N+](=O)[O-])ccc2Cl)c1O
 : -2.2, 0.0, -0.8, -2.6, 8.8, -1.3, -0.2, -9.2
> CCOC(=O)c1ccc(N2CCN(c3ccc(F)cc3)CC2)c(NC(=O)Nc2cccc(OC)c2)c1
 : -1.6, -0.1, -29.5, 19.0, 5.0, 13.2, 0.1, -3.3
> COc1ccc2c3c([nH]c2c1)[C@@H](CO)N(C(=O)c1cccc(F)c1)CC31CCN(C(=O)c2ccccc2)CC1
 : /, 0.2, -6.3, /, 2.2, -9.7, -10.8, /
> CCCS(=O)(=O)NC(=O)C1(C)CCCN(C(=O)c2cccs2)C1 (stereo not drawn)
 : 8.8, 0.1, -1.3, /, 1.7, ?, -0.1, 11.7
> O=C(N=Nc1c(O)[nH]c2ccc([N+](=O)[O-])cc12)c1ccccc1[N+](=O)[O-]
 : 4.8, 0.7, -10.1, 12.7, -5.7, 6.3, 2.1, 10.8
> CC(C)C1Cc2[nH]c(=S)[nH]c(=O)c2C(c2ccc(F)cc2)O1 (stereo not drawn)
 : -19.0, 0.2, /, /, 8.1, 32.3*, 2.6, 13.5
> COc1ccc(-c2ccc(CCC(=O)O)n2CC(=O)Nc2ccccc2C)cc1
 : 6.2, 1.0, 7.2, -5.7, 8.0, -2.4, 3.4, 0.4
> CCOC(=O)c1ccc([N+](=O)[O-])cc1NC(C)=O
 : 0.5, 0.0, -6.1, -5.3, -2.3, 6.7, -0.8, 7.3
> C#CCOCCOCCOCCNc1nc(N2CCN(C(=O)Cn3cc(CCO)nn3)CC2)nc(N2CCN(C(=O)[C@H]([C@@H](C)CC)n3cc(CCCN=C(N)N)nn3)CC2)n1
 : /, 1.1, 0.8, -6.1, 1.1, /, 1.5, -4.5
> CCC(NC(=O)C(C)NC)C(=O)N1CCCC1C(=O)NC1CCCc2ccccc21 (stereo not drawn)
 : -0.5, 0.0, 4.1, 3.4, 0.0, 5.6, -2.6, -22.0
> O=C(/C=C/c1ccc2c(c1)OCO2)Nc1cc(S(=O)(=O)N2CCOCC2)ccc1N1CCOCC1
 : 2.1, 0.0, 2.8, 1.2, 17.0, -8.7, -0.3, 14.1
> C[C@H]1CN([C@@H](C)CO)C(=O)c2cc(NS(=O)(=O)c3ccccc3)ccc2O[C@H]1CN(C)S(=O)(=O)c1cn(C)cn1
 : 21.5, 0.0, 0.4, -10.9, 4.0, -5.2, 1.0, -15.7
> CC(NC(=O)c1ccc(S(=O)(=O)N(C)C)cc1)c1ccc(-n2ccnc2)cc1 (stereo not drawn)
 : 2.4, 0.2, -7.4, -0.9, 9.4, -1.7, -2.0, 4.9
> O=C(CCc1ccc(S(=O)(=O)N2CCOCC2)cc1)Nc1ccc(F)cc1[N+](=O)[O-]
 : -6.4, 0.2, /, -1.9, 3.6, -0.5, 0.4, 13.8
> Cc1cccc(S(=O)(=O)N[C@@H]2CC[C@@H](CCNC(=O)Nc3cc(F)ccc3F)O[C@H]2CO)c1
 : -1.8, 0.5, -3.6, -9.4, -5.5, /, -1.9, 7.3
> Cc1oc(-c2ccccc2)cc1C(=O)NC(Cc1c[nH]c2ccccc12)C(=O)O (stereo not drawn)
 : /, 0.1, -1.1, -4.8, /, /, /, 8.7
> CCn1cc(C(=O)NC2CCCC2)c(=O)c2cc(S(=O)(=O)N3CCOCC3)ccc21
 : 7.2, 1.8, 1.5, -0.2, 0.0, 14.2, -2.1, 3.1
